# Screening data from PubChem.
# APP 5'UTR act = activators of APP 5'UTR luciferase reporter, primary screen, SH-SY5Y cells; activation, % at 2 µM; SH-SY5Y APP 5'UTR luciferase reporter, luminescence; zero percent = DMSO vehicle wells; actives 1% (n = 190,000);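 active = activation above a set limit, based on mean plus 3 SD of controls, cut at about 140% in these data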; also: values of inactives mirror those of a sister screen read the other way
# bIAP act = bovine intestinal alkaline phosphatase activators, primary screen, biochemical, bovine IAP, CDP-star luminescence. alkaline phosphatase, intestinal [Bos taurus]. purified bovine IAP, 30 min; active compounds read high; fold of DMSO-control signal, blank-subtracted. activation factor at 20 µM. actives 0.17% (n = 200,000). AID 1016, 2008;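 active = activation factor of 2 or more at 20 µM, a signal rise over negative controls twice the positive control's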
# PMI act satM6P = human PMI activators, high substrate, primary screen, biochemical, fluorescence intensity, near-saturating mannose 6-phosphate; Mannose-6-phosphate isomerase (Homo sapiens), P34949; activation factor at 20 µM; actives 0.34% (n = 190,000); coupled PMI enzyme assay, resazurin fluorescence, 20 min; active compounds read high; 1 = untreated enzyme, 0 = substrate-free blank; AID 1216, 2008;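 active = activation factor of 2 or more at 20 µM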
#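 Test system: human phosphomannose isomerase with PGI, G6PDH, diaphorase coupling enzymes; amount: 15 ng/mL PMI; incubation: enzyme reaction with compound 20 min at room temperature; technique: resorufin fluorescence (Ex 544/Em 590 nm) from resazurin via diaphorase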
# TNAP inh noacc = human TNAP enzyme inhibitors, primary screen, biochemical, luminescent, no phosphate acceptor, uHTS; inhibition, % at 20 µM; actives 0.26% (n = 200,000); purified TNAP, CDP-star luminescence, 30 min;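 active = tissue-nonspecific alkaline phosphatase inhibition above about 50% at 20 µM in the single-dose screen, limit read from the data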;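 also: 0% = DMSO negative control and 100% = EDTA positive control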
# Target sequence (P05186 whole entry, looked up): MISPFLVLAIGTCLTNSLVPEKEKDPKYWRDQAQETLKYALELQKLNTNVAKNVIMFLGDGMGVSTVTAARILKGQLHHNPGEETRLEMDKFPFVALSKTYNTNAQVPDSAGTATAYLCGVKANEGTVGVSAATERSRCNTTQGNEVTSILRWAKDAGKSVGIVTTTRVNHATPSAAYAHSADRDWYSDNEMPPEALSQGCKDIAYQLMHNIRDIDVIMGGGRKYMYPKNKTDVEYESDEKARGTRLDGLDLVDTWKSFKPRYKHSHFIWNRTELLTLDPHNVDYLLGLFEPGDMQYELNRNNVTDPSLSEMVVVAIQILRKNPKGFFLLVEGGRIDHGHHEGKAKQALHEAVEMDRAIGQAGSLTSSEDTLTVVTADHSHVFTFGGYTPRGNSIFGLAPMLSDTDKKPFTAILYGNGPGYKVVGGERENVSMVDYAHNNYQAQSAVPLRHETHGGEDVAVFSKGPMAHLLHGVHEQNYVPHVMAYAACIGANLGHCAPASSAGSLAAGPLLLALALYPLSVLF
# FLuc stim CS = FLuc activators, initial screening, artefact control for FLuc-dependent activation tests, biochemical, ATPlite luminescence. Luciferin 4-monooxygenase (Photinus pyralis), P08659. AID 1027, 2008. activation factor at 10 µM. ATPlite luciferase biochemical, 10 min; 0 = ATP-free wells, 1 = DMSO control. 200,000 tested, under 10 active;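 active = luciferase activation factor, scaled between plate controls, of at least 2 with compound at 10 µM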
# Target sequence (P08659 whole entry, looked up): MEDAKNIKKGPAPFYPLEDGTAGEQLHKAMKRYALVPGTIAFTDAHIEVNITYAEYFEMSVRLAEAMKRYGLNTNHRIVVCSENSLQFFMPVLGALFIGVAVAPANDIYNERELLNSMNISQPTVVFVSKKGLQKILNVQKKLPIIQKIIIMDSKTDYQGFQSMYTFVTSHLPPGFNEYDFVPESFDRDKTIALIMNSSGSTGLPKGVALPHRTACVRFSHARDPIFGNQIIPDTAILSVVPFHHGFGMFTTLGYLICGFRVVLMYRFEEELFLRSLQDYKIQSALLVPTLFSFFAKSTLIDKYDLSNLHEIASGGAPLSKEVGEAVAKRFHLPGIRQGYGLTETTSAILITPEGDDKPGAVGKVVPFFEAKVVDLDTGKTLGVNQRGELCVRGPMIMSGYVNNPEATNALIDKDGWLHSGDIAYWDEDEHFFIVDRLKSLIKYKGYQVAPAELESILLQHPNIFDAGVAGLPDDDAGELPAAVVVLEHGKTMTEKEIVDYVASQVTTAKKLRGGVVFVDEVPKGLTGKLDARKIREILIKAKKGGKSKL
#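 Material: Luciferase/luciferin reagent mix | Doses: Test compounds dosed from 2 mM stocks in 100% DMSO | Timing: 10 min incubation after luciferase reagent addition, room temperature | Measured by: Luminescence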
# TNAP act hi DEA = TNAP activators at high phosphate acceptor level, primary screen, biochemical, luminescence, uHTS; purified TNAP, CDP-star luminescence, 1 M DEA, 30 min; active compounds read high; 0 = EDTA background, 1 = DMSO-only activity; Alkaline phosphatase, tissue-nonspecific isozyme (Homo sapiens), P05186; AID 1136, 2008; 200,000 tested, under 10 active; activation factor at 20 µM;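 active = activation factor at least 2 at 20 µM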
#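 Assay system: human TNAP; Input: enzyme diluted 1/800 final; Reagent: CDP-star luminogenic substrate at 100 µM final; Timing: 30 min, room temperature; Signal: luminescence; Evaluation: TNAP activation factor scaled between EDTA and DMSO control wells.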
# PMI activator = activators of human PMI, primary screen, biochemical, fluorescence intensity, near-Km mannose 6-phosphate; Mannose-6-phosphate isomerase (Homo sapiens), P34949; purified human PMI, coupled resazurin fluorescence, 20 min; active compounds read high; 1 = vehicle control, 0 substrate-free wells; activation factor at 20 µM; actives 0.005% (n = 190,000); AID 1214, 2008;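 active = activation factor of 2 or more at 20 µM, relative to plate controls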
# NF-kB expr up = activators of NF-kB expression in neurons, primary screen, cell-based, HTS. human neuronal cells, NF-kB reporter expression; active compounds read high. fold change at 12.5 µM. actives 1.6% (n = 190,000). AID 1239, 2008; in the data active = fold change above about 3.3
# TNAP inh hi DEA = human TNAP enzyme inhibitors, primary screen, biochemical, luminescent, high phosphate acceptor level, uHTS; purified TNAP, CDP-star luminescence, 1 M DEA; actives 0.03% (n = 200,000); Alkaline phosphatase, tissue-nonspecific isozyme (Homo sapiens), P05186; inhibition, % at 20 µM;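 active = over 50% inhibition of tissue-nonspecific alkaline phosphatase at 20 µM in the single-dose screen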;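 also: plate controls were DMSO wells for no effect and EDTA-quenched wells as full inhibition for full effect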
# FLuc inhib CS = firefly luciferase enzyme inhibitors, primary screen, artefact control for luciferase-based inhibitor screens, biochemical, luminescence, ATPLite | Luciferin 4-monooxygenase (Photinus pyralis), P08659 | 10 min | inhibition, % at 10 µM | actives 1.5% (n = 200,000);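 active = inhibition above about 50% when tested at 10 µM, limit read from the data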
# Numbers without * were called inactive; . = not tested or not shown.
SMILES	bIAP act	PMI activator	NF-kB expr up	FLuc inhib CS	TNAP inh noacc	TNAP inh hi DEA	APP 5'UTR act	PMI act satM6P	TNAP act hi DEA	FLuc stim CS
CCOC(=O)C1=C(c2ccccc2)ON(C)C1c1ccccc1 (stereo not given)	0.7	1	1.1	-8	-10	-5	-1	0.9	1	1.1
Cc1ccccc1OCC(=O)NNC(=O)CN1C(=O)c2ccccc2C1=O	0.8	1	0.88	-3	14	0	9	1	1	1
Fc1ccccc1N1CCN(CCCNc2ccc3nncn3n2)CC1	1	1.1	0.87	-6	12	-4	-25	1.1	1	1.1
COC(=O)c1c(N=CN(C)C)c(C#N)c2n1CCCC2	1	1	0.91	-4	-9	-2	5	1	1	1
COc1ccc(OC)c(NC(=O)CSc2ncccc2C(=O)O)c1	0.9	0.8	1	0	-11	-2	-8	0.9	1	1
O=C(c1cnc2n(c1=O)CCS2)N(C1CCCCC1)C1CCCCC1	1	1	1.1	-3	-11	3	-9	0.9	1	1
COc1cc2c(cc1NC(=O)COc1ccccc1OC)oc1ccccc12	0.9	0.8	1	-2	-13	-4	23	0.9	1	1
CC(C)(C)c1ccc(C(=O)NCC(=O)OCC(=O)c2ccc3c(c2)-c2ccccc2C3)cc1	0.9	0.9	1.1	-3	5	-2	-21	1.1	1	1
Cc1ccc(C(=O)NCCCN2CCOCC2)cc1N1CCCC1=O	1	0.9	1.1	-7	-8	-3	1	0.9	1	1.1
CCCOc1ccc(CC(=O)NCc2ccco2)cc1OC	1	0.9	1	-1	-13	-4	3	1	1	1
COc1ccccc1N=C(C)C1=C(O)CSC1=O	1	0.8	1.1	-2	-15	-6	20	0.5	1.1	1
O=[N+]([O-])c1ccc(N2CCOCC2)nc1	1.1	0.9	1.2	1	-6	-3	8	0.9	1	1
Cc1cc(Br)ccc1SCC(=O)Nc1cccnc1	1	0.9	1.2	-1	-19	-2	-6	0.8	1	1
Cc1csc(CCc2nc(C)cs2)n1	0.9	1	1.3	-3	-6	-7	-6	1	1.1	1
COc1cccc(C2NC(CCSC)(C(=O)O)C3C(=O)N(C(C)C)C(=O)C23)c1O (stereo not given)	1	0.9	0.9	-4	-9	-7	11	0.8	1.1	1
Cc1cnc(-c2nnc(N(C)C(=O)c3ccccn3)s2)cn1	1	1	.	0	-13	-4	.	1	1	1
S=C(Nc1ccccc1Cl)N(Cc1cccnc1)Cc1ccco1	1	1	1.1	-4	-4	2	-24	0.9	1	1
CCO[C@@H]1OC(C(=O)N2CCCCCCC2)=C[C@H](c2ccc3c(c2)OCO3)[C@H]1CCCO	1	0.9	1.3	-8	-9	-6	11	0.9	1.1	1.1
CCOC(=O)C1(CC)NC(c2ccc(OC)cc2OC)C2C(=O)N(C)C(=O)C21 (stereo not given)	1	1	1.1	-2	-8	-4	8	1	1	1
O=C(Cn1[nH]c(=O)c2ccccc2c1=O)NNC(=O)c1ccccc1	1.2	1	1	-8	-10	-4	17	1	1	1.1
Cc1noc(C)c1/C=N/Nc1ccccn1	0.9	0.9	1.3	1	-10	-4	0	0.9	1	1
CC(=O)C1(C)N(O)C(C)(C)C(c2ccco2)=[N+]1[O-] (stereo not given)	0.9	1	1.6	-5	-8	-3	0	1	1	1
COc1ccccc1/C=C/C(=O)Nc1ccc2c(c1)OCCO2	0.9	1	8.4*	85*	-8	1	134	1	1	0.2
COc1cc2c(cc1OC)CN(Cc1cc(=O)oc3cc(C)c(Cl)cc13)CC2	1.3	1.7	0.84	-8	3	-5	-1	2.3*	1.1	1.1

# Four compounds from above, arranged by the value under TNAP inh hi DEA, smallest number first.
SMILES	bIAP act	PMI activator	NF-kB expr up	FLuc inhib CS	TNAP inh noacc	TNAP inh hi DEA	APP 5'UTR act	PMI act satM6P	TNAP act hi DEA	FLuc stim CS
Cc1cnc(-c2nnc(N(C)C(=O)c3ccccn3)s2)cn1	1	1	.	0	-13	-4	.	1	1	1
Cc1ccc(C(=O)NCCCN2CCOCC2)cc1N1CCCC1=O	1	0.9	1.1	-7	-8	-3	1	0.9	1	1.1
COc1ccc(OC)c(NC(=O)CSc2ncccc2C(=O)O)c1	0.9	0.8	1	0	-11	-2	-8	0.9	1	1
Cc1ccccc1OCC(=O)NNC(=O)CN1C(=O)c2ccccc2C1=O	0.8	1	0.88	-3	14	0	9	1	1	1

# Further entries.
SMILES	bIAP act	PMI activator	NF-kB expr up	FLuc inhib CS	TNAP inh noacc	TNAP inh hi DEA	APP 5'UTR act	PMI act satM6P	TNAP act hi DEA	FLuc stim CS
N#CC1=C2SC=C(c3ccc(Br)cc3)N2CCCC1=O	1	0.9	6.8*	16	-16	-3	176*	0.8	1	0.8
COc1cccc(C(=O)Nc2ccc(C(F)(F)F)n(C)c2=O)c1	1	0.9	1.3	56*	-6	1	136*	0.9	1	0.4
Oc1ccc(N2CCN(c3ncnc4sc5c(c34)CCC5)CC2)cc1	0.9	0.8	3.4*	-1	9	-1	11	0.5	1	1
Cc1ccc(C(=O)Nc2cccc([N+](=O)[O-])c2)cc1S(=O)(=O)Nc1ccc(C(=O)O)cc1	0.9	1.2	1.1	-6	-18	-5	11	1.1	1.1	1.1
CC(=O)NC(CC(C)C)C(=O)NC(Cc1ccccc1)C(N)=O (stereo not given)	1.1	1	1.1	-3	-13	-4	9	1	1	1
O=C(O)c1cc(N/N=C/c2cccs2)ccc1Cl	1	1.5	1.9	2	-8	-2	152*	1.3	1	1
CCOC(=O)N1CCC(NC(=O)Cn2nc(Cc3ccncc3)c3ccccc3c2=O)CC1	1.1	1	1.1	-5	-11	-2	5	1	1	1.1
CCOC(=O)c1cccc(NC(=O)CNS(=O)(=O)c2cccs2)c1	0.4	1.2	1	-8	1	-5	8	1	1.1	1.1
COc1ccc(-n2ncc3c(=O)n(CC(=O)OCc4ccccc4)cnc32)cc1	0.9	0.9	1.3	-4	-15	-6	8	0.9	1.1	1
COc1ccc(-n2c(SCC(=O)Nc3nccs3)nnc2-c2ccccc2)cc1	1	0.9	1.2	-4	-12	2	11	0.9	1	1
CCc1cc(C)cc(OCCNC(=O)c2cncc(Br)c2)c1	0.9	1	0.8	-6	9	1	9	1	1	1.1
Cc1cc(C(=O)N=Nc2c(O)n(C(C)C)c3ccccc23)n[nH]1	1.1	0.8	0.52	3	-37	5	-7	0.7	0.9	1

# The closing 6 entries of the part above are carried over, then new ones follow:
SMILES	bIAP act	PMI activator	NF-kB expr up	FLuc inhib CS	TNAP inh noacc	TNAP inh hi DEA	APP 5'UTR act	PMI act satM6P	TNAP act hi DEA	FLuc stim CS
CCOC(=O)N1CCC(NC(=O)Cn2nc(Cc3ccncc3)c3ccccc3c2=O)CC1	1.1	1	1.1	-5	-11	-2	5	1	1	1.1
CCOC(=O)c1cccc(NC(=O)CNS(=O)(=O)c2cccs2)c1	0.4	1.2	1	-8	1	-5	8	1	1.1	1.1
COc1ccc(-n2ncc3c(=O)n(CC(=O)OCc4ccccc4)cnc32)cc1	0.9	0.9	1.3	-4	-15	-6	8	0.9	1.1	1
COc1ccc(-n2c(SCC(=O)Nc3nccs3)nnc2-c2ccccc2)cc1	1	0.9	1.2	-4	-12	2	11	0.9	1	1
CCc1cc(C)cc(OCCNC(=O)c2cncc(Br)c2)c1	0.9	1	0.8	-6	9	1	9	1	1	1.1
Cc1cc(C(=O)N=Nc2c(O)n(C(C)C)c3ccccc23)n[nH]1	1.1	0.8	0.52	3	-37	5	-7	0.7	0.9	1
Nc1cccc2c1C(=O)N(Cc1cccc(Cl)c1)C2=O	1	1	1.1	1	-15	-4	21	1	1	1
CC(=O)OC[C@H]1COc2ccc3ccccc3c2[C@H]1N(C)C(C)=O	1.1	1	1	-5	-9	-1	-4	1	1	1
O=c1c([N+](=O)[O-])c[nH]c2ccccc12	1	1	1.1	8	18	5	-5	1.1	1	0.9
CNC(=O)COC(=O)/C=C/c1c(C)nn(-c2ccccc2)c1C	1	1	1	-2	-14	6	-11	1	0.9	1
CCOC(=O)c1ccc(Nc2cc(C)nc3ncnn23)cc1	1.2	1	1.1	0	-14	-8	-12	1	1.1	1
Cc1cccc(NC(=S)c2nc3ccccc3s2)c1	1	1	3.9*	14	-5	-3	205*	1	1	0.9
Cc1ccc(S(=O)(=O)N[C@H](C(=O)N2CCC(C(=O)NCC(=O)O)CC2)C(C)C)cc1	0.9	1.1	1.4	-11	-4	-2	-8	1	1	1.1
CCCCC(=O)Nc1c(O)c2ccccc2[nH]c1=O	1	0.9	1.1	5	-9	-7	4	0.9	1.1	0.9
COc1ccc(O[C@H]2C=C[C@@H](c3ccccc3)O[C@@H]2COC(=O)CCC(C)=NO[C@@H]2O[C@H](COC(C)=O)[C@@H](OC(C)=O)[C@H](OC(C)=O)[C@H]2OC(C)=O)cc1	0.6	0.9	0.72	0	-4	-1	5	0.9	1	1
CN(CC(=O)Nc1ccc(N2CCOCC2)cc1)CC(=O)Nc1ccc(C(F)(F)F)cc1	0.9	1	1.1	-6	-9	-3	6	0.9	1	1.1
Cc1cc(C)nc(N2CCN(c3nnnn3-c3ccccc3)CC2)n1	0.9	0.9	1	-7	-8	-7	8	1	1.1	1.1
CC(C)COc1ccc(C(=O)NC(=S)Nc2ccc(CN3CCOCC3)cc2)cc1	0.9	0.9	1.2	-7	-15	-2	5	1	1	1.1
Oc1oc(-c2ccco2)nc1C=Nc1ccccc1	0.7	0.9	1.6	15	-10	-2	-5	1	1	0.9
Cc1ccc(C(=O)N(CC(=O)NC2CCCCC2)c2ccccc2C)s1	1.1	1	1.1	-6	-5	-2	-1	1	1	1.1
CCN(CC)Cc1cc(NC2=NS(=O)(=O)c3ccccc32)ccc1OC(=O)c1ccccc1	1	1.1	1.1	-6	-11	-5	-10	1	1.1	1.1
COc1ccc(C(=O)Oc2cc(/C=N/NS(=O)(=O)c3ccc(C)cc3)ccc2OC)cc1	1	0.8	1.1	-5	-11	-5	-8	0.9	1.1	1.1
